Rin1-Abl PPI inh – blocks binding of human Rin1 to Abl. TR-FRET Rin1/Abl binding, biochemical. inhibition, % at 7.35 µM. hit rate 0.4% among 360,000; in the data active = inhibition above about 5%, passing the limit was not always enough
NRP1-CendR mod – modulators of CendR peptide binding to human neuropilin-1 | FAM-RPARPAR peptide binding to NRP-1, fluorescence polarization | O14786 | inhibition, % at 25 µM | AID 602438 | hit rate 0.85% among 360,000;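 active = inhibition or corrected inhibition above about 18%, plus a signal ratio from 0.5 to 1.5, limit read from the data, passing the limit was not always enough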; also: strong numbers were not always called active
MLLE-PAM2 inh – blocks PAM2 peptide binding to the PABP1 MLLE domain; P11940; GST-MLLE / FITC-PAM2 fluorescence polarization; inhibition, % at 20 µM; hit rate 0.36% among 360,000; AID 588489; in the data active = inhibition above about 35%, passing the limit was not always enough;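 also: plate controls were DMSO wells with GST-MLLE for no effect and wells lacking GST-MLLE protein for full effect; some results filed as inactive read as strong as hits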
eLon inh – inhibits E. coli Lon protease; purified E. coli Lon protease, fluorescence polarization; P0A9M0; hit rate 0.42% among 360,000; AID 602123; inhibition, % at 7.94 µM; in the data active = inhibition above about 13%, passing the limit was not always enough;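 also: 0% = enzyme with probe and DMSO and 100% = no enzyme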
Target sequence (P0A9M0 whole entry, looked up): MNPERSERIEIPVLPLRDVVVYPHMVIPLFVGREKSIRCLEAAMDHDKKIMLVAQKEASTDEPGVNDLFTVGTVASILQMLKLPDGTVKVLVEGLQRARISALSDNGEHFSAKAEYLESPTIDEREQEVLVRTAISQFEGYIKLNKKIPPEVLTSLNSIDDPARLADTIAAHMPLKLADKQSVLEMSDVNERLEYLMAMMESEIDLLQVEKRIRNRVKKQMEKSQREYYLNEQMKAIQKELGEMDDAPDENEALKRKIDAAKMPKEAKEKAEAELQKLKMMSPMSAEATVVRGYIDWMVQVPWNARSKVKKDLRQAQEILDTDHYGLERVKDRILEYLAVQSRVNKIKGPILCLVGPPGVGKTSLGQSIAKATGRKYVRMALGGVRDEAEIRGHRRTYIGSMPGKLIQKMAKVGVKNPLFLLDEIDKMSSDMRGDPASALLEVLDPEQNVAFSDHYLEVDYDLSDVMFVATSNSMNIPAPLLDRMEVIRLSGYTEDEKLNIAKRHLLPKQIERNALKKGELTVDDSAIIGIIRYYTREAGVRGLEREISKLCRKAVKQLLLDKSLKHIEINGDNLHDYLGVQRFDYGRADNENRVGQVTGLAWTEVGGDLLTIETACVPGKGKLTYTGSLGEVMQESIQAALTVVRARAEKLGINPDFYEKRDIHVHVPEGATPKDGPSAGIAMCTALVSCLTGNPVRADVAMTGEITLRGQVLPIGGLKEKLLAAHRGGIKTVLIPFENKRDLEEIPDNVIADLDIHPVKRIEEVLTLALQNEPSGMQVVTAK
FAS TE block – blocks the thioesterase domain of human fatty acid synthase; recombinant FAS-TE, OMFH fluorogenic substrate, fluorescence endpoint; inhibition, % at 15 µM; hit rate 0.67% among 360,000; P49327;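 active = compounds whose normalised, plate-corrected inhibition of enzyme fluorescence in the single-dose primary screen is 50% or more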;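 also: 0% = DMSO with enzyme and 100% = substrate without enzyme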
bovine MsrA act – activators of bovine methionine sulfoxide reductase A | activation, % at 10.6 µM | purified bovine MsrA, absorbance read-out | hit rate 0.3% among 360,000; in the data active = activation above about 7.5%;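 also: 0% = vehicle and 100% = reference activator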
Neddylation inh – inhibitors of human cullin neddylation. TR-FRET cullin neddylation, biochemical. P61081+Q13564. hit rate 0.58% among 360,000. calls only at 25 µM; in the data active = inhibition above about 36%
SKN-1 inh – blocks SKN-1 activity in C. elegans | inhibition, % at 21.8 µM | AID 624304 | hit rate 0.49% among 360,000 | C. elegans VP596 Pgst-4::GFP/RFP ratio, acrylamide-induced, 24 h;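 active = interference check ratio from 0.5 to 1.5 plus GFP to RFP signal ratio inhibition reaching or exceeding a fixed threshold, cut at about 30% in these data, passing the limit was not always enough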; also: some compounds called inactive have numbers as strong as hits
MT1-MMP act inh – blocks activation of human MT1-MMP; hit rate 0.061% among 360,000; GFP/RFP ratio change, % at 20 µM; HT1080 RFP-PRO-GFP cells, GFP/RFP ratio fluorescence, overnight; percent of plate control window, DMSO zero; AID 651647; P50281;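 active = GFP/RFP ratio change of at least 30% with cell ATP level not reduced by more than half and red fluorescence within 50% of control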; also: strong numbers were not always called active
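Compound: 20 µM single dose, 1% DMSO / System: HT1080 RFP-PRO-GFP cells / Controls: DMSO and RFP-L50D-GFP cell wells / Read-out basis: GFP/RFP fluorescence ratio / Schedule: overnight compound exposure at 37 °C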
* marks the source's active call; other numbers are inactive results; i = inactive; x = not tested or not shown.

SMILES	Rin1-Abl PPI inh	NRP1-CendR mod	MLLE-PAM2 inh	eLon inh	FAS TE block	bovine MsrA act	Neddylation inh	SKN-1 inh	MT1-MMP act inh
COc1ccc(N2C(=O)[C@@H]3[C@H](C2=O)[C@H](C(C)=O)N2c4ccccc4C=C[C@@H]32)cc1	2	-64	-17	-16	0	-4	i	-1	-43
O=C1C=C(C#Cc2ccc(Oc3ccccc3)cc2)C[C@@H](c2ccc(F)cc2)C1	1	-1	5	-1	28	-5	i	-4	-6
CCOc1ccc(S(=O)(=O)Nc2ccccc2C(=O)N2CCOCC2)cc1	2	7	9	-1	-3	-3	i	16	-3
CC(=O)N1CCc2cc(S(=O)(=O)CCC(=O)NCCc3ccc(Cl)cc3)ccc21	2	11	6	10	-3	-3	i	-10	1
COc1cccc(C(=S)N2CCOCC2)c1OS(=O)(=O)c1ccc(Cl)cc1	0	3	14	-19	5	-1	i	23	-2
COc1ccc(NC(=O)c2cccc(NC(=O)c3ccccc3)c2)cc1	-2	-5	1	4	-1	-8	i	-10	4
O=C(CSc1cc(Cl)ccc1Cl)NC1CCCC1	0	-5	20	-3	4	-4	i	17	1
COc1ccc(-c2c3c(nc4sc(C(=O)Nc5cc(C)on5)c(N)c24)CCC3)cc1	2	-31	21	-15	30	-4	i	8	-17
C#CCOc1ccc(OC)cc1C(c1c(C)[nH][nH]c1=O)c1c(C)[nH][nH]c1=O	-4	-1	-9	-5	-3	-2	i	-8	-3
COc1ccc(-c2c(N)cnc(C(=O)O)c2C)c(OCc2ccccc2)c1OC	2	-5	8	4	-2	-6	i	21	-1
CCOC(=O)C1=CCN(S(=O)(=O)c2ccccc2Cl)C1c1cccc(Br)c1 (configuration not stated)	2	-3	8	-2	20	-2	i	-8	-1
COC(=O)Cn1c(N2CCCC2)nc2c1c(=O)n(C)c(=O)n2C	3	-1	3	-13	-3	-3	i	-24	-2
CN1CCN(C(=O)c2ccc(COc3ccc(C(C)(C)C)cc3)o2)CC1	4	23*	13	3	-94	0	i	9	8
COc1ccc(OC)c(S(=O)(=O)NC2CC(=O)N(c3cccc(F)c3)C2)c1 (configuration not stated)	3	11	-5	5	-5	-3	i	13	1
Cc1ccc2c(c1)/C(=C/c1ccccc1F)C(=O)N2	2	-2	1	-1	-1	-7	i	3	-5
O=C(c1ccco1)N1CCC(c2nc3c(nnn3Cc3ccccc3Cl)c(=O)[nH]2)CC1	1	-7	-18	-4	0	1	i	-1	-2
Cc1ccc2nc(SCC(=O)c3ccc4c(c3)NC(=O)CO4)[nH]c2c1	-2	-5	-106	-3	2	-4	i	2	-1
CCn1c(SCC(=O)O)nnc1-c1ccccc1OC	-1	12	2	-6	-4	-6	i	4	-1
Cc1ccc(NC(=O)CN(C)C(=O)c2cccnc2Nc2cccc(C(F)(F)F)c2)cc1	-1	11	5	-5	33	2	i	5	7
CCN1CCN(C(=O)C2CCC(=O)N(Cc3cccc(C(F)(F)F)c3)C2)CC1 (configuration not stated)	-3	4	-5	-7	-6	-3	i	13	0
C=CCn1c(SCC(=O)N2CCOCC2)nnc1C(C)NC(=O)c1ccccc1 (configuration not stated)	7.2*	11	6	-6	-7	-5	i	0	1
COC(=O)c1ccc(NC(=O)C(=O)c2cccn2C)cc1	0	4	-3	5	5	-3	i	-2	6
CN(C(=O)Cn1nnc2ccccc2c1=O)C1CCCCC1	1	5	-3	5	-2	-6	i	9	0
O=C1CCC([N+](=O)[O-])C(c2ccccc2Br)N1 (configuration not stated)	-1	3	-3	-6	-4	-3	i	9	-4
COC(=O)CNC(=O)COC(=O)C(Cc1ccccc1)NC(=O)c1ccco1 (configuration not stated)	4	10	-4	1	-4	-3	i	13	1

Carrying on.
SMILES	Rin1-Abl PPI inh	NRP1-CendR mod	MLLE-PAM2 inh	eLon inh	FAS TE block	bovine MsrA act	Neddylation inh	SKN-1 inh	MT1-MMP act inh
Cn1c(=O)[nH]c(=O)c2c1nc(NCc1ccccc1)n2CC(O)c1ccccc1 (configuration not stated)	-2	-6	6	-10	-5	-3	i	-8	4
CN(C(=O)c1cccc(NC(=O)Cc2ccc([N+](=O)[O-])cc2)c1)C1CCC1	1	-5	-14	-1	15	-6	i	1	4
O=C(CNC(=O)c1ccccc1)NCCO	3	-3	-3	-8	-3	-2	i	5	1
C#CCN(C[C@H]1[C@H](OC(=O)NC2CC2)[C@H](OC(=O)NC2CC2)C[C@H]2C(=O)N(c3ccccc3)C(=O)[C@@H]12)S(=O)(=O)c1ccc(C)cc1	0	-10	-1	-7	-4	-2	i	20	4
Cc1cc(C)cc(NC(=O)CSc2nc3ccccc3nc2N2CCCCC2)c1	-1	3	3	5	14	1	i	16	-8
Cc1cnc(C(=O)OCC(=O)NCCc2ccccc2)cn1	-3	-7	-9	-10	-5	-4	i	-8	-5
CCN(C(=O)c1sc(N)c(C#N)c1C)C1CCCCC1	-1	6	16	7	-3	2	i	-5	-2
CCOc1ccc(NC(=S)Nc2cc(C)[nH]n2)cc1	-1	-12	-82	-1	-4	0	i	7	-5
CC1=C(C(N)=O)C(c2cccs2)n2nc(-c3cccc(Cl)c3)nc2N1 (configuration not stated)	2	-1	4	-1	4	-7	i	-6	-2
CN(C(=O)c1ccncc1)c1nnc(-c2ccccn2)s1	3	8	5	-2	-6	-4	i	-17	0
CC1CN(C(=O)c2cccc(S(=O)(=O)Nc3ccccc3Cl)c2)CC(C)O1 (configuration not stated)	3	6	3	5	-5	-5	i	7	1
COc1cc(/C=C2\SC(=S)N(NS(=O)(=O)c3ccc(C)cc3)C2=O)ccc1O	2	-260	-90	-92	-4	-8	i	7	-25
CCN(C(=O)c1cc([N+](=O)[O-])ccc1NCc1cccnc1)c1ccccc1	-3	4	6	-5	10	-2	i	22	-1
COc1cccc2sc(Nc3nc4ccc(NC(C)=O)cc4s3)nc12	-1	-10	-5	-11	-3	-3	x	6	-2
COc1ccc(-c2cn[nH]c2N)c(OC)c1	-2	-4	-2	-11	-5	-2	i	-19	-7
COC(=O)C1=C(C)N(c2ccc(Br)cc2)C(=O)/C1=C\c1ccco1	1	12	17	0	-6	-3	i	2	-2
O=C(Nc1ccc(F)c(Cl)c1)Nc1nnc([C@@H]2O[C@H](CO)[C@@H](O)[C@H]2O)s1	-2	6	-4	0	-5	1	i	11	-7
O=C(COc1ccc(S(=O)(=O)N2CCOCC2)cc1)NCc1ccccn1	-2	12	6	-9	-6	-5	i	-1	0
COc1ccc(Cl)c(-c2cc(C(=O)Nc3ccc(F)cc3)[nH]n2)c1	-3	-14	-9	-8	5	-6	i	-3	3
COc1cccc(-c2nc(-c3ccccc3)[nH]c(=O)c2C#N)c1	-5	-18	7	2	-6	-1	i	17	21
CN1/C(=C/C(=S)NC(=O)C2CCC2)C(C)(C)c2ccccc21	-5	-25	-47	-56	4	-1	i	41*	-17
CC(=O)c1nn(-c2ccccc2)cc1C(=O)c1ccc(Br)cc1	-1	-2	-10	4	0	-3	i	1	1
N#Cc1cnc(SCC(=O)c2ccccc2)nc1N	-1	-27	9	-12	-4	-3	i	-4	-1
CCN(C(=O)COC(=O)CNC(=O)c1ccc(C)cc1)c1c(N)n(Cc2ccccc2)c(=O)[nH]c1=O	0	16	2	-3	-6	-1	i	-6	-2
Cc1ccc(C(=O)NCCN2CCN(C(=O)c3ccc(C)c(C)c3)CC2)cc1C	2	12	7	0	-4	-4	i	-17	1

Following part:
SMILES	Rin1-Abl PPI inh	NRP1-CendR mod	MLLE-PAM2 inh	eLon inh	FAS TE block	bovine MsrA act	Neddylation inh	SKN-1 inh	MT1-MMP act inh
O=C(COC(=O)CCC(=O)c1cccs1)Nc1ccccc1C(F)(F)F	5	10	-2	-5	-3	-4	i	-10	-2
Cc1cc(C)cc(NC(=O)c2ccc(NC3=NC4CS(=O)(=O)CC4S3)cc2)c1 (configuration not stated)	-3	7	-107	-6	-2	-9	i	-12	6
N#CCSc1nnc(COc2ccc3ccccc3c2)o1	2	1	-1	2	2	-8	i	5	1
COCC(=O)NNS(=O)(=O)c1ccccc1[N+](=O)[O-]	0	0	-4	-6	-2	-8	i	-4	1
CC1(C)OC(c2ccccc2)=C/C(=C/C=Nc2ccccc2)O1	-3	0	-11	-14	-6	0	i	10	-15
COc1ccc(-n2ncc(C(C)NS(=O)(=O)c3cc(C)sc3C)c2C)cc1 (configuration not stated)	-2	-1	4	-7	-8	-1	i	9	2
COCCCNC(=O)c1cc(S(=O)(=O)N2CCOCC2)ccc1SCc1cccc(OC)c1OC	-5	-9	2	17	-2	0	i	3	-6
Nc1n[nH]c(C2CC2)c1N=Nc1ccc(Cl)c(Cl)c1	1	-8	-3	-2	36	-2	i	4	1
CN1C(=O)C(CC(=O)NCCc2ccccc2)N(NC(=O)c2cccc(F)c2)C1=S (configuration not stated)	0	12	-4	-10	2	-9	i	-13	0
CCN1CCN(C(=S)c2ccc(-c3ccccc3)cc2)CC1	7	1	29	-5	6	-12	i	11	2
CN1CCN(NC(=O)Nc2ccc(F)cc2)CC1	-3	11	3	2	-6	-3	i	1	-5
O=C(COC(=O)C12CC3CC(CC(O)(C3)C1)C2)Nc1ccc(OC(F)F)cc1	0	-2	1	4	-3	5	i	-1	2
Cc1ccc(C(=O)COC(=O)CNC(=O)COc2ccccc2C)cc1C	-2	2	-5	-4	5	-4	i	-3	-3
Cc1cc2c(s1)c1cnn(Cc3ccccc3F)c(=O)c1n2C	-3	-1	8	-10	-2	-6	i	2	-2
COc1cc(N2C(=O)C=CC2=O)c(OC)cc1Cl	-1	-12	16	1	0	-19	i	-8	1
Cc1cc(N/N=C/c2ccccc2)nc(NCc2ccccc2)n1	2	-13	-69	0	5	-2	i	5	-7
Cc1ccc(S(=O)(=O)CC(=O)NC2CC2)cc1	-6	-3	2	1	-3	-3	i	-4	-2
COc1cccc(CN(C(=O)c2cccc(OC)c2)C2CCS(=O)(=O)C2)c1 (configuration not stated)	-2	10	1	-1	-2	1	i	5	3
COc1ccc(C)cc1NC(=O)C1CCC(CNc2c(N3CCOCC3)c(=O)c2=O)CC1 (configuration not stated)	4	15	5	-1	-7	-1	i	-6	3
COc1ccc2[nH]c3c(c2c1)CCN1C(=O)C(CC(=O)NCCc2ccccn2)C[C@H](C(=O)N2CCOCC2)[C@@]31C (some centres not stated)	-2	-11	14	-21	1	0	i	6	2
N#CCCN(C(=O)COC(=O)c1ccc(S(=O)(=O)Nc2ccccc2)cc1)c1ccccc1	-2	5	6	5	3	1	i	3	-2
Cc1cccc(N2CCN(C(=O)CCc3nc4ccccc4[nH]3)CC2C)c1 (configuration not stated)	-2	-4	9	-13	-4	-2	i	-11	-2
C[C@@H]1CN([C@H](C)CO)C(=O)CCCn2nncc2CO[C@@H]1CN(C)S(=O)(=O)c1ccccc1	1	7	3	-4	-6	-1	i	3	1
Cc1ccc(-c2nc(N)n(C(=O)c3ccco3)n2)cc1	-2	4	-7	1	-3	-2	i	11	0

Some entries already given, showing only Rin1-Abl PPI inh and bovine MsrA act:
Structure | Rin1-Abl PPI inh | bovine MsrA act
Cc1ccc2c(c1)/C(=C/c1ccccc1F)C(=O)N2 | 2 | -7
O=C(c1ccco1)N1CCC(c2nc3c(nnn3Cc3ccccc3Cl)c(=O)[nH]2)CC1 | 1 | 1
Cc1ccc2nc(SCC(=O)c3ccc4c(c3)NC(=O)CO4)[nH]c2c1 | -2 | -4
CCn1c(SCC(=O)O)nnc1-c1ccccc1OC | -1 | -6

Compounds shown so far that have a COOH group, in the order listed:
SMILES	Rin1-Abl PPI inh	NRP1-CendR mod	MLLE-PAM2 inh	eLon inh	FAS TE block	bovine MsrA act	Neddylation inh	SKN-1 inh	MT1-MMP act inh
COc1ccc(-c2c(N)cnc(C(=O)O)c2C)c(OCc2ccccc2)c1OC	2	-5	8	4	-2	-6	i	21	-1
CCn1c(SCC(=O)O)nnc1-c1ccccc1OC	-1	12	2	-6	-4	-6	i	4	-1

Screening results deposited in PubChem by several laboratories.
